RAM inhibit = inhibitors of the yeast RAM network, primary screen, dse1pr::URA3 reporter, 5-FOA selection. S. cerevisiae dse1pr::URA3 reporter, 5-FOA growth OD615, 2 d; analog-sensitive cbk1-as2 kinase mutant strain. 190,000 compounds, 1.8% hits. inhibition, % at 50 µM. AID 868, 2007;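 active means inhibition above a set limit, 3 SD over mean compound inhibition, cut at about 8.4% in these data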;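 further: 0% = DMSO-only wells with no growth and 100% = 10 µM 1-NA-PP1 full growth; inhibition rescues growth on 5-FOA so higher OD means more RAM inhibition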
PPARg SRC1 recr = PPARgamma agonists recruiting SRC-1 coactivator, primary screen, biochemical; Peroxisome proliferator-activated receptor gamma (Homo sapiens), P37231; AID 631, 2007; 200,000 compounds, 0.41% hits; PPARgamma-SRC-1 coactivator recruitment biochemical assay; activation, % at 8 µM; in the data active means activation above about 19%;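 further: 0% = DMSO and 100% = reference agonist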
Lmaj promast = Leishmania major promastigote growth inhibition, primary screen. Leishmania major promastigotes, resazurin fluorescence viability. inhibition, % at 10 µM. 200,000 compounds, 9% hits; in the data active means inhibition above about 50%;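 further: promastigotes grown with compound for 44 hours at 28 °C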
PPARg SRC-3 ag = PPARgamma agonists recruiting SRC-3 coactivator, primary screen, biochemical; biochemical PPARgamma/SRC-3 coactivator recruitment assay; activation, % at 8 µM; 200,000 compounds, 0.26% hits; AID 731, 2007; in the data active means activation above about 23%;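 further: 0% = DMSO and 100% = reference agonist; some compounds past the cut are filed as inactive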
Efa HMGR inh = inhibitors of E. faecalis class II HMGR, primary screen, biochemical, Enterococcus faecalis; 190,000 compounds, 0.41% hits; inhibition, % at 10 µM; HMG-CoA reductase (Enterococcus faecalis, mvaE); AID 1066, 2008; purified E. faecalis HMGR, NADPH absorbance 340 nm kinetic;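 active means inhibition above a set limit, the median over all tested compounds plus 3 SD, cut at about 9.5% in these data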;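 further: enzyme runs in reverse so mevalonate oxidation gives rising NADPH absorbance; 0% = complete reaction with DMSO and 100% = background rate lacking mevalonate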
S1P3 antag = S1P3 receptor antagonists, primary screen, cell-based | CHO S1P3 NFAT-BLA reporter, FRET fluorescence, antagonist mode | inhibition, % at 4.98 µM | 170,000 compounds, 0.27% hits | AID 485, 2006;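 active means inhibition above the plate cutoff, the mean inhibition of test wells on that plate plus 3 SD, cut at about 28% in these data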;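 further: cells challenged with S1P at its EC80 of 0.8 µM; blue over green emission ratio from cleaved BLA substrate after 4 h stimulation; 0% = S1P-stimulated wells and 100% = unstimulated DMSO-only wells; some compounds past the cut are filed as inactive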
Target sequence (Q99500 whole entry, looked up): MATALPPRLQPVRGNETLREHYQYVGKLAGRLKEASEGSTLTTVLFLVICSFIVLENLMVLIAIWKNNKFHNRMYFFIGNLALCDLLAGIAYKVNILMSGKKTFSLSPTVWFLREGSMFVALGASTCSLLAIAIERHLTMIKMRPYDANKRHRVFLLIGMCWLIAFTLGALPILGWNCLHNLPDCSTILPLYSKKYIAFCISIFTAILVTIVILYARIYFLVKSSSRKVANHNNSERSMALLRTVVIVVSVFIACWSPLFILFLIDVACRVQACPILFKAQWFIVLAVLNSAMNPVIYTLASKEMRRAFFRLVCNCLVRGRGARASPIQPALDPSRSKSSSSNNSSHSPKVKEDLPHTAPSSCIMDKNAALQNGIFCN
PPARg SRC-2 ag = agonists of PPARg-SRC-2 recruitment, primary screen, biochemical, HTS. 200,000 compounds, 0.34% hits. PPARgamma LBD-SRC-2 recruitment. activation, % at 8 µM. Peroxisome proliferator-activated receptor gamma (Homo sapiens), P37231; in the data active means activation above about 22%;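 further: 0% = vehicle and 100% = reference agonist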
bIAP inh = bovine intestinal alkaline phosphatase inhibitors, primary screen, selectivity assay for TNAP inhibitor project, biochemical, bovine IAP, CDP-star luminescence | alkaline phosphatase, intestinal [Bos taurus] | purified bovine IAP, 30 min | inhibition, % at 20 µM | 190,000 tested, under 10 active;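 active means over 50% inhibition of intestinal alkaline phosphatase at 20 µM in the single-dose screen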
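Assay system – bovine IAP enzyme · Quantity – bovine IAP at 1/65,000,000 final dilution · Detection – CDP-star luminescence signal · Times – 30 min reaction at room temperature · Also added – CDP-star substrate at 30 µM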
TR-FRET SRC-2 ct = TR-FRET signal artefacts, primary screen, artefact control for PPARgamma SRC-2 agonist project, biochemical | TR-FRET artefact counter-screen; hits give high values | AID 1049, 2008 | 200,000 compounds, 0.4% hits | TR-FRET ratio at 8 µM; in the data active means TR-FRET ratio above about 2000; further: inactives centre near 1500
ROMK mod = ROMK potassium channel modulators, primary screen, cell-based, thallium flux, MLSMR library; Tet-inducible ROMK, thallium flux fluorescence; actives lie on both sides; B-score at 10 µM; 130,000 compounds, 2% hits;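 active means signal ratio slope over the read window, or its plate-corrected B-score, at least 3 SD from the plate mean, either direction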;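 further: B-score of the F/F0 ratio slope over 7 to 12 s after thallium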
Target sequence (P48048 whole entry, looked up): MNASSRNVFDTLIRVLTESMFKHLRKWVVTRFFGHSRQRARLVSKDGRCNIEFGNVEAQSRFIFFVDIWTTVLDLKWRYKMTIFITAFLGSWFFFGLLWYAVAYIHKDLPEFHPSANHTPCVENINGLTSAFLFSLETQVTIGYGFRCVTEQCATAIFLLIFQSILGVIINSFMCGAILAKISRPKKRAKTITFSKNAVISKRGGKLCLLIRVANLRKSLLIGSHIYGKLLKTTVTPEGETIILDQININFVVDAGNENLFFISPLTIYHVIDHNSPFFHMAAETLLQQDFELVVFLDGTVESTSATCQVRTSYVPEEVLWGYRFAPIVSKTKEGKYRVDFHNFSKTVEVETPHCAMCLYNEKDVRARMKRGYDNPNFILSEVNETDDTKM
Redox H2O2 prof = compounds producing H2O2 with reducing agent – biochemical, NIH compound library profiling, artefact control for MLSCN library redox annotation, primary screen | activation, % at 10 µM | DTT-dependent redox cycling H2O2, phenol red/HRP absorbance; 100% = 100 µM peroxide control, 0% = buffer | 200,000 compounds, 0.03% hits;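 active means activation of at least 50% relative to the plate's high and low controls in the primary single-dose screen; inactive means activation below 50%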;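 further: compound incubated with DTT at 0.8 mM final as the reducing agent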
* marks the source's active call; other numbers are inactive results; x = not tested or not shown. Not a hit list; overall some 13% were active at least once.

Each structure is followed by: PPARg SRC-2 ag, Efa HMGR inh, S1P3 antag, Lmaj promast, PPARg SRC-3 ag, ROMK mod, Redox H2O2 prof, PPARg SRC1 recr, bIAP inh, RAM inhibit, TR-FRET SRC-2 ct
1) COc1ccc(/C=N/n2cnnc2SCc2ccc(OC)cc2)cc1
→ 3, 2, 11, 1, 10, x, 2.6, 0, 9, -0.8, 1550
2) CCOc1cccc(C(=O)Nc2cccnc2)c1
→ -8, 0, 0, 1, -1, -0.016, -3.2, 4, 12, 0.9, 1668
3) COCCOC(=O)C1=C(C)NC2=C(C(=O)CCC2)C1c1ccc2c(c1)OCO2 (stereo not drawn)
→ 11, -1, -56, 7, 1, -0.69, -1.0, 4, 0, 1.7, 1497
4) CCN1CCN(C(c2cccs2)C(C)NS(=O)(=O)c2ccc(Br)cc2)CC1 (stereo not drawn)
→ 2, -2, x, 27, -2, x, -0.5, -2, -8, 0.9, 1536
5) O=CNC1CCCc2c1[nH]c1ccc(Cl)cc21 (stereo not drawn)
→ 3, 1, -5, -11, 7, x, 3.4, -3, 4, 3.0, 1387
6) Cc1ccccc1CS(=O)(=O)c1ccc(C(=O)N2CCC(C)CC2)cc1[N+](=O)[O-]
→ 2, -1, -4, -1, 0, 0.29, -0.5, -2, 10, 4.5, 1782
7) COc1ccc(C=O)cc1OC(=O)C1(C)Cc2ccccc2C(=O)O1 (stereo not drawn)
→ 14, -5, -7, -5, 5, -0.21, -1.4, 11, -2, 2.1, 1724
8) CCN1CCN(CCCNC(=O)Cn2cc3c(n2)CCCC3)CC1
→ 2, -6, -1, -7, 0, x, -1.2, 11, -1, 1.0, 1443
9) O=C(Nc1nc2c(s1)C(=O)CCC2)c1ccccc1
→ 3, -7, -39, -1, 2, x, -0.1, 8, -2, 4.3, 1425
10) O=C(c1ccco1)N1CCN(C(=O)c2oc(=O)c3ccccc3c2-c2ccccc2)CC1
→ 0, 2, -22, -2, 12, x, -0.2, -5, 4, -0.7, 1496
11) CCCC1=C(C(=O)OCC)C(c2cc(Cl)cc(OC)c2OCc2ccccc2)NC(=O)N1 (stereo not drawn)
→ 0, -2, x, 12, 8, x, -3.0, 5, -2, 3.0, 1590
12) O=C1C2C3C=CC(C4CC34)C2C(=O)N1/N=C/c1ccc(-c2cccc([N+](=O)[O-])c2)o1 (stereo not drawn)
→ 3, 1, -5, -2, 3, x, -0.1, 2, 0, 2.3, 1527
13) Cc1ccc(NC(=O)C2CC(=O)n3ncnc3N2)cc1C (stereo not drawn)
→ 9, -3, 3, -6, 7, 0.27, -0.8, 10, 7, 0.4, 1719
14) COc1ccccc1C(=O)Nc1cc2cc(Br)ccc2oc1=O
→ 1, -3, x, -8, -2, 0.0092, 0.6, 3, -6, 1.4, 1566
15) O=C(c1cccc(F)c1)N1CCN(C(=O)C2CC2)CC1
→ 8, -1, -2, -5, -2, x, 3.6, -3, 8, 1.4, 1551

(cont.)
Each structure is followed by: PPARg SRC-2 ag, Efa HMGR inh, S1P3 antag, Lmaj promast, PPARg SRC-3 ag, ROMK mod, Redox H2O2 prof, PPARg SRC1 recr, bIAP inh, RAM inhibit, TR-FRET SRC-2 ct
16) COc1ccc(Cl)cc1-c1nc(-c2ccc(Br)o2)no1
→ 3, -3, -4, -6, 1, x, -1.5, 6, 17, 2.9, 1650
17) CC(=C/c1ccc(C(C)C)cc1)/C=N/NC(=O)c1ccncc1
→ 3, 1, -5, 13, 3, 0.82, -0.8, 5, 6, 0.6, 1525
18) Cc1ccc(S(=O)(=O)N2CCC(=O)N(C(COCc3ccc(Cl)cc3)Cc3ccccc3)CC2)cc1 (stereo not drawn)
→ 10, -7, -13, 34, -1, -4.4*, 0.8, 5, -8, 7.6, 1582
19) CCCCn1c(CN2CCN(C(=O)OCC)CC2)nc2c1c(=O)n(C)c(=O)n2C
→ 5, 5, -12, -7, 0, 0.29, 0.2, -4, -4, 0.4, 1801
20) O=C(CC1C(=O)NCCN1Cc1cccc(Oc2ccccc2)c1)NCCc1ccncc1 (stereo not drawn)
→ 6, 0, -20, -4, 0, 0.36, 0.2, 1, -14, 1.4, 1683
21) O=C(c1ccco1)N1CCCN(Cc2nc(-c3cccs3)no2)CC1
→ 0, -3, -20, 86*, 1, -0.74, -0.7, 0, -12, 1.5, 1515
22) CCOc1ccc(Br)cc1/C=N/O
→ -3, -6, x, -1, 0, -0.61, 0.0, -3, 13, -0.3, 1373
23) COc1ccccc1OC(C)C(=O)Nc1nc(-c2ccc(S(=O)(=O)N3CCOCC3)cc2)cs1 (stereo not drawn)
→ 9, 1, x, 29, -12, x, -4.0, 5, -3, 2.5, 2207*
24) Cc1cnc(C(=O)OCC(=O)NC(=O)NC(C)C)cn1
→ -7, 0, -6, -3, 0, x, -1.1, 6, 5, 0.1, 1546
25) S=c1[nH]nc(-c2ccc3ccccc3n2)n1Cc1ccccc1
→ -8, -13, -11, 41, 3, 0.51, -0.1, 2, 12, 6.3, 1529
26) Cc1cc(CCN2CCC(=O)NC2=S)ccc1OC(C)C
→ -5, -6, x, -4, -3, 0.69, 0.0, -3, 9, 0.8, 1391
27) COc1cccc(C2NC(CCSC)(C(=O)O)C3C(=O)N(C(C)C)C(=O)C23)c1O (stereo not drawn)
→ 0, -5, -20, -8, 3, x, -0.8, -4, 5, 0.9, 1542
28) O=c1c2c(-c3ccccc3)csc2nc2n1CCC2
→ 3, -1, -20, -3, -15, 0.08, 0.4, 6, 13, 4.9, 1419
29) CCOC(=O)c1ccc(CNC(=O)Cn2nnc(-c3cccc(C)c3)n2)o1
→ -3, 0, 2, 16, 4, 0.014, -0.2, 8, -3, 2.8, 1545
30) CN1CCS/C1=C/C=C1\SC(=S)N(CC(=O)O)C1=O
→ 5, -1, -17, -5, 6, x, -0.1, -3, x, 0.9, 1287

New compounds follow.
Each structure is followed by: PPARg SRC-2 ag, Efa HMGR inh, S1P3 antag, Lmaj promast, PPARg SRC-3 ag, ROMK mod, Redox H2O2 prof, PPARg SRC1 recr, bIAP inh, RAM inhibit, TR-FRET SRC-2 ct
31) CCOc1cc(C(=O)N/N=C(\C)Cc2ccc(OC)cc2)cc(OCC)c1OCC
→ -2, -1, 3, -9, -5, x, 0.5, -1, 9, 0.0, 1475
32) CC(=O)c1c(C)[nH]c(C(=O)OCC(=O)NCCc2ccc(Cl)cc2)c1C
→ -3, -4, x, 14, 0, x, 0.3, -4, -8, 0.8, 1407
33) COc1cc(/C=C2\SC(=S)N(CC(=O)Nc3cccnc3)C2=O)cc(OC)c1OC
→ 12, -1, 2, -6, 6, x, 0.3, -2, 33, 1.8, 1696
34) Cc1c(NC(=O)COC(=O)C(c2ccc(Cl)cc2)C(C)C)c(=O)n(-c2ccccc2)n1C (stereo not drawn)
→ -2, -1, x, 2, -8, -1.1, 0.4, 0, 4, 0.8, 1436
35) Nc1ccc(S(=O)(=O)NNC(=O)C(=O)NNc2ccccn2)cc1
→ 1, 1, x, -5, 5, x, -2.7, 1, -30, 0.8, 1574
36) CC(NC(=O)C1CCC(C(C)(C)C)CC1)C(c1ccccc1)N1CCOCC1 (stereo not drawn)
→ 5, -3, -6, 24, -2, 0.41, -2.0, 4, -35, 2.1, 1547
37) CC(C)(C#N)c1cc(Cn2cncn2)cc(C(C)(C)C#N)c1
→ -5, -2, -14, x, -1, x, x, -10, -6, x, 1405
38) CCOC(=O)c1c(-c2ccccc2)cn2c(C)cc(C)nc12
→ 7, 1, -25, 6, 4, -1.8, -0.4, 4, -17, 0.0, 1681
39) C=CCn1c(SCC(=O)Nc2sccc2C(N)=O)nc2sc(C)c(C)c2c1=O
→ 0, -8, -3, 2, -19, -1.1, 2.5, -6, x, 7.1, 1299
40) COc1ccc(OCc2n[nH]c(=S)n2-c2ccc(C)cc2)cc1
→ 5, -4, -1, -6, 6, 1.7, 1.1, -4, 1, 0.7, 1412
41) CCOc1nc(SCCOc2ccc(Cl)cc2Cl)nc(N(C)C)n1
→ 4, 2, 5, 0, -5, 0.24, 0.1, 0, 9, 1.6, 1592
42) Cc1nc2ccc(NC(=O)c3ccc([N+](=O)[O-])cc3)cc2s1
→ 10, -5, -15, -4, 1, 0.036, -0.8, 5, 2, 2.3, 1706
43) O=C1c2ccccc2C(=O)N1c1ccc(Cl)cn1
→ 8, 0, x, -2, 6, x, -1.2, 5, 2, 0.3, 1664
44) CC(C)c1ccc(OC(=O)NCCO)cc1
→ -8, -3, -22, 6, -9, -0.0042, 0.0, 3, 2, 1.0, 1341
45) CC(=O)NC1C(=O)N=C(SCC(=O)Nc2ccc(C(F)(F)F)cc2Cl)NC1=O (stereo not drawn)
→ 9, -7, -25, -5, -3, 0.36, 0.4, 0, -2, 1.2, 1711

Following part.
Each structure is followed by: PPARg SRC-2 ag, Efa HMGR inh, S1P3 antag, Lmaj promast, PPARg SRC-3 ag, ROMK mod, Redox H2O2 prof, PPARg SRC1 recr, bIAP inh, RAM inhibit, TR-FRET SRC-2 ct
46) COCCCNCCOCCOc1ccc(Cl)cc1C(C)(C)C
→ -5, -6, -7, 100*, 2, -4, -0.1, 1, 12, -2.2, 1390
47) C/C(=N\O)c1ccc2c(c1)OCCO2
→ 5, -3, -11, -14, 4, -0.92, -0.5, 2, -19, -0.6, 1513
48) COCCNC(=O)COC(=O)c1ccc(OCC(=O)Nc2ccccc2OC)c(OC)c1
→ -4, -2, 4, 1, -2, 0.89, -1.6, 6, -7, 1.0, 1674
49) Cc1cc(=O)oc(C)c1C(=O)OCC(=O)c1ccc(Cl)c(Cl)c1
→ -2, -1, x, -1, -7, -0.81, 0.7, -2, 11, 2.7, 1477
50) O=C(CN(c1ccc(Cl)c(Cl)c1)S(=O)(=O)c1ccccc1)N1CCc2ccccc2C1
→ 5, -2, x, 22, 8, x, 0.6, 3, 9, 5.4, 1664
51) Nc1nnc(C(F)(F)F)s1
→ -4, -9, -21, -1, -7, -0.31, 0.0, -1, -1, 0.8, 1466
52) CN(Cc1ccccc1)c1nc(N)nc(Cl)c1C=O
→ 4, 14*, -3, -8, 3, -3.4, -0.2, 0, -2, 1.2, 1636
53) CC(C)c1ccccc1NS(=O)(=O)N(C)C
→ -9, -3, -17, -1, -2, 0.051, 0.1, -7, -4, 1.7, 1452
54) Cc1cccc(NC(=O)c2sc3nc(-c4ccccc4)cn3c2C)n1
→ 12, -1, 14, 18, 11, -0.86, 0.7, -7, 3, 3.5, 1546

Screening results as filed in PubChem BioAssay.
